# Assay outcomes as filed in PubChem.
# CHO-K1 Ca PAM: M1 PAM counterscreen hit in parental CHO-K1 cells | ATP EC20, Fluo-8 calcium fluorescence; 0% at ATP EC20, 100% at ATP max | activation, % at 3 µM | actives 0.02% (n = 360,000);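 active = activation above the run cutoff, the mean activation of all test compounds plus 3 SD, cut at about 40% in these data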;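 note: peak over basal fluorescence ratio in a 140 s read after ATP addition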
# TAAR1 ag: agonists of human TAAR1; CHO RD-HGA16 TAAR1, Fluo-8 calcium fluorescence; vehicle wells 0%, saturating PEA agonist 100%; activation, % at 3 µM; actives 0.99% (n = 360,000); AID 624467;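 active = activation above the mean activation of all test compounds in the run plus 3 SD, cut at about 38% in these data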
#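 test system = CHO RD-HGA16 cells carrying human TAAR1 plus Gα16 | schedule = 17-24 h seeding, 75 min 37 °C dye, 30 min RT | compound dosing = 3 µM single concentration | control set = DMSO and PEA EC100 | replicates = n 1 | signal = Fluo-8 fluorescence, 5 s baseline then 140 s kinetic read | measure = percent activation vs PEA EC100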
# CHRM1 antagonist: human CHRM1 antagonism. CHO-K1 hM1, Fluo-8 calcium fluorescence, ACh EC80 antagonist. inhibition, % at 3 µM. actives 1.3% (n = 360,000). AID 588852;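 active = percent inhibition above its own plate's cutoff, namely the mean of that plate's compound wells plus 3 SD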;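 note: peak over basal fluorescence ratio during 140 s after agonist addition; 0% = ACh EC80 plus DMSO and 100% = DMSO alone without agonist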
# Target sequence (P11229 whole entry, looked up): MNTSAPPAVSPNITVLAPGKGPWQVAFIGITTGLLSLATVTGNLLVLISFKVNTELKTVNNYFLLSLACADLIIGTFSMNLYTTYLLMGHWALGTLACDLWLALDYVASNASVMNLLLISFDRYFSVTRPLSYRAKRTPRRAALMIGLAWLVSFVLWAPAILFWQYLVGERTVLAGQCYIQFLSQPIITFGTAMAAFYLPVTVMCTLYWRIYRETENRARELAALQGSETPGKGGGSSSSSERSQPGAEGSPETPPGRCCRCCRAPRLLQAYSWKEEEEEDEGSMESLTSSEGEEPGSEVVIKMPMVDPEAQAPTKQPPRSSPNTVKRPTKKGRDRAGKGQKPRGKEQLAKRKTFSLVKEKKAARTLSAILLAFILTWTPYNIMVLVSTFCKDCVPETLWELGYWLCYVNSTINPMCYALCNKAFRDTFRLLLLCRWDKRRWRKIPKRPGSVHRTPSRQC
# TAAR1 antag: antagonists of human TAAR1 | CHO RD-HGA16 TAAR1, Fluo-8 calcium fluorescence, antagonist | inhibition, % at 3 µM | actives 1.5% (n = 360,000) | AID 624466;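 active = inhibition above a per-plate cutoff, the mean inhibition of test compounds on that plate plus 3 SD, cut at about 49% in these data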;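 note: 0% = DMSO plus EC80 beta-PEA response and 100% = DMSO alone without agonist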
#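 System: CHO RD-HGA16 cells bearing hTAAR1. Reagent: EC80 β-phenethylamine stimulus. Schedule: seeding 17-24 h prior, 75-min 37 °C, 30-min RT dye loading. Signal: Fluo-8 intracellular calcium dye fluorescence, real-time kinetic reads. Read-out: % inhibition from peak post-agonist over basal fluorescence ratio. Benchmarks: vehicle wells and EC80 agonist wells. Replicates: n of 1.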
# CHRM1 agonist: agonists of human M1 muscarinic receptor | P11229 | CHO-K1 hM1, Fluo-8 calcium fluorescence, agonist mode; 0% DMSO, 100% acetylcholine EC100 | activation, % at 3 µM | actives 0.33% (n = 360,000);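 active = activation above the run's mean compound activation plus 3 SD, cut at about 16% in these data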;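 note: peak over basal fluorescence ratio within a 140 s kinetic read after compound addition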
# CHO-K1 Ca ag: counter-screen for M1 agonists: effect in parental CHO-K1 cells | Fluo-8 calcium fluorescence; scaled to maximal ATP response, vehicle zero | activation, % at 3 µM | actives 0.48% (n = 360,000) | AID 602248; in the data active = activation above about 15%;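 note: untransfected CHO-K1 host cells lacking M1 receptor as counterscreen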
# OXTR potentiate: human OXTR potentiation. P30559. CHO-OTR cells, Fluo-8 calcium fluorescence, potentiator mode; 0% = oxytocin EC15, 100% = EC100. activation, % at 3 µM. actives 0.061% (n = 320,000);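 active = activation above that plate's cutoff, the mean activation of tested compounds plus 3 SD, cut at about 6.6% in these data, passing the limit was not always enough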;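 note: 100% uses oxytocin at 75 nM as the full agonist control; some results filed as inactive read as strong as hits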
# Target sequence (P30559 whole entry, looked up): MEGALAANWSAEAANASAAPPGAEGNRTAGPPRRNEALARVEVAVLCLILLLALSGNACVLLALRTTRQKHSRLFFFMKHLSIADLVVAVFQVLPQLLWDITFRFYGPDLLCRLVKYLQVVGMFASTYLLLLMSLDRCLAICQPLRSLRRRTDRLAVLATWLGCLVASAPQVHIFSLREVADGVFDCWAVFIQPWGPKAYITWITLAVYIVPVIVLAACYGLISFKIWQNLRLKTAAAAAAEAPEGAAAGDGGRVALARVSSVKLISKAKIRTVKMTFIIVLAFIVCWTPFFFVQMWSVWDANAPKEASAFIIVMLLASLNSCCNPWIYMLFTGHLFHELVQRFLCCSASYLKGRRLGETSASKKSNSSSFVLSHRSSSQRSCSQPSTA
#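 Measured by – Fluo-8 calcium dye fluorescence · Test system – human OTR in CHO cells · Dosing – one concentration, 3.0 µM compound · Controls – EC15 oxytocin alone as 0%, 75 nM oxytocin as 100% · Evaluation – normalized max/min fluorescence ratio, % activation · Timing – 6 min pre-incubation, 100 s read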
# CHO-K1 Ca antag: M1 antagonist counterscreen hit in parental CHO-K1 cells | ATP-induced calcium, Fluo-8 fluorescence | inhibition, % at 3 µM | actives 0.6% (n = 360,000);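 active = inhibition above a per-plate cutoff, the plate's mean sample inhibition plus 3 SD, cut at about 24% in these data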;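 note: 0% = DMSO plus EC80 ATP and 100% = DMSO alone without ATP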
# CHO parental Ca: signal in parental CHO cells, OX1R antagonist counter-screen | parental CHO-K1, ATP-induced calcium, Fluo-8 fluorescence | inhibition, % at 5.6 µM | actives 0.63% (n = 330,000);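 active = inhibition above that plate's mean sample inhibition plus 3 SD, cut at about 26% in these data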;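 note: 0% = ATP-challenged DMSO wells and 100% = DMSO wells without ATP; some compounds past the cut are filed as inactive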
#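 Material: Parental CHO cells | Reagent: ATP | Compound dosing: Single nominal dose of 5.6 µM per compound | Detection: Intracellular calcium via Fluo-8 no-wash fluorescent dye | Read-out: % inhibition of ATP-induced calcium mobilization | Benchmarks: Low control ATP plus DMSO, high control DMSO only | Replicates: Singlicate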
# An asterisk follows results filed as active; . = not tested or not shown. Rows are unselected, and some 4.2% of all compounds hit somewhere here.
# Under each structure – CHO-K1 Ca antag, CHRM1 antagonist, TAAR1 ag, TAAR1 antag, CHO-K1 Ca PAM, CHO-K1 Ca ag, CHRM1 agonist, CHO parental Ca, OXTR potentiate
> CN(C)CCCNc1nc2cc(-c3ccn[nH]3)sc2c(=O)n1C
  -7, -12, 0, -7, -5, -0.1, -4, ., .
> COc1ccc(C(C)=O)cc1CN1C(=O)C(C)ON=C1c1ncccc1C (stereo not drawn)
  0, -7, 1, -3, 17, 0.7, 0, ., .
> Cc1ccc(NC(=O)COc2ccccc2C(=O)NCc2ccccc2)cc1
  -23, 5, 8, 43, 12, 4.8, -1, -15, -8
> Cc1ccc(S(=O)(=O)N2CCN(C(=O)c3n[nH]c(=O)c4ccccc34)CC2)cc1
  -18, -11, 0, 5, 21, 0.4, -5, -11, -7
> CCCC1CCC(=NNC(=S)NCCc2ccccc2)CC1 (stereo not drawn)
  -20, 2, 55*, 29, 11, -0.2, -15, -18, -9
> COc1ccccc1NC(=S)NCCc1ccc(OC)c(OC)c1
  -5, -6, 3, -10, 3, 2.6, -5, 0, -4
> COC(=O)c1cc(NC(=O)/C=C/c2ccc3c(c2)OCO3)cc(C(=O)OC)c1
  2, -7, 4, 7, 0, 0.7, -5, -13, -9
> Cc1sc(=NC(=O)c2ccco2)n(C)c1-c1ccc(F)cc1
  -6, -10, -2, -12, 17, 2.4, -3, -29, -3
> Cc1ccc(SCc2c(C(=O)N/N=C/c3ccc4c(c3)OCO4)nnn2-c2nonc2N)cc1
  -11, -3, 0, 1, 16, 0.8, -2, -14, -6
> C[C@H](CO)N1C[C@H](C)[C@@H](CN(C)C(=O)NC2CCCCC2)Oc2ccc(NC(=O)C3CCCCC3)cc2C1=O
  6, -10, 0, 14, -10, -0.1, 1, 6, -5
> O=S(=O)(c1cccs1)N1CN(CC2CCCO2)c2nc3ccccc3nc21 (stereo not drawn)
  -13, -20, 15, -22, 2, 1.6, -1, -12, -2
> O=S(=O)(c1cccs1)N1CN(C2CCCC2)c2nc3ccccc3nc21
  ., ., 3, -24, ., ., ., -29, 0
> COc1ccc(CCNC(=O)C(=O)NCC2CCCN2S(=O)(=O)c2ccccc2)cc1 (stereo not drawn)
  15, 29*, 14, 65*, -7, 8.2, 0, -22, -6
> COc1ccc(NC(=O)N(C)C[C@H]2Oc3ccc(NC(=O)C4CC4)cc3CC(=O)N([C@@H](C)CO)C[C@@H]2C)cc1
  -9, 7, 0, 6, -8, -0.6, -3, -16, -1
> Fc1cc2ncn(Cc3ccccc3)c2cc1F
  -6, -10, 13, 4, 16, 0.7, -2, -13, -6
> COc1ccccc1Nc1ncnc2c1c(C)c(C)n2CCO
  7, 11, 2, -12, -17, 0.7, -2, ., .
> O=C(NCC1CCCO1)c1ccccc1NS(=O)(=O)c1ccc(Br)s1 (stereo not drawn)
  -11, 2, 1, -4, 14, 0.5, -6, ., .
> CC(=O)c1cc(C)c(OC(=O)c2ccccc2)c(C)c1
  -10, 7, 3, 3, -8, -0.9, 5, ., .
> O=C(N/N=C(\c1ccccc1)c1cccnc1)c1cccc(F)c1
  10, -1, -1, -2, 18, 0.8, 0, 15, 3
> CCOc1ccc2nc(C)cc(Nc3cccc([N+](=O)[O-])c3)c2c1
  -2, 7, -2, -32, 15, 0.6, -13, -7, -8
> CCN1C[C@@H]2[C@@H]3C(=O)N(C)C(=O)[C@@H]3[C@](Cc3ccccc3)(C1=O)N2C(=O)c1ccc(C)cc1
  -7, -2, 11, -4, -6, 0.1, -1, ., .
> Cc1cc(S(=O)(=O)N2CCOCC2)ccc1OCC(=O)N1CCC(C(N)=O)CC1
  -7, -3, 1, 3, -13, -0.1, -2, -11, 0
> COc1ccc(-n2cc(-c3ccccc3)c3c(NCCOCCO)ncnc32)cc1
  -15, 7, 9, 17, 8, 5.4, -3, -16, -12
> COc1ccc(NC(=O)C(F)(OC)C(F)(F)F)c(OC)c1 (stereo not drawn)
  -25, -39, 10, 0, -3, -0.1, -1, -16, 3
> COc1cc(C2SCC(=O)N2CCN2CCCCC2)ccc1O (stereo not drawn)
  -2, -1, 9, 9, 11, -0.1, -8, 12, -2
> COC(=O)c1sccc1-c1ccc(C(=O)Nc2cccnc2)o1
  9, -3, 14, 16, 9, 2.7, -4, -16, 2
> CC(C)Cc1cc(C(=O)NCc2cccnc2)no1
  -1, 8, 3, -30, 8, 3.8, -3, -6, 0
> CC1=C(c2ccccc2)C(=S)NC(C)(C)C1
  -3, 15, 0, -22, 9, 5.2, -3, -4, -6
> CS(=O)(=O)N(CC(=O)NCC1CCCO1)c1ccc(Cl)c(Cl)c1 (stereo not drawn)
  -12, -2, 2, -16, -2, -0.1, -5, -14, 5
> N/C(=N\OC(=O)c1ccc2c(c1)OCO2)c1ccc([N+](=O)[O-])cc1
  6, 7, 0, 2, 4, -0.1, -7, -11, 1

# Structural class, the compounds so far containing fluorine (four)
# Under each structure – CHO-K1 Ca antag, CHRM1 antagonist, TAAR1 ag, TAAR1 antag, CHO-K1 Ca PAM, CHO-K1 Ca ag, CHRM1 agonist, CHO parental Ca, OXTR potentiate
> Cc1sc(=NC(=O)c2ccco2)n(C)c1-c1ccc(F)cc1
  -6, -10, -2, -12, 17, 2.4, -3, -29, -3
> Fc1cc2ncn(Cc3ccccc3)c2cc1F
  -6, -10, 13, 4, 16, 0.7, -2, -13, -6
> O=C(N/N=C(\c1ccccc1)c1cccnc1)c1cccc(F)c1
  10, -1, -1, -2, 18, 0.8, 0, 15, 3
> COc1ccc(NC(=O)C(F)(OC)C(F)(F)F)c(OC)c1 (stereo not drawn)
  -25, -39, 10, 0, -3, -0.1, -1, -16, 3

# Later entries
# Under each structure – CHO-K1 Ca antag, CHRM1 antagonist, TAAR1 ag, TAAR1 antag, CHO-K1 Ca PAM, CHO-K1 Ca ag, CHRM1 agonist, CHO parental Ca, OXTR potentiate
> O=C(NCc1ccccn1)c1[nH]c(C(F)(F)F)nc1-c1ccccc1
  -15, -27, 10, -16, 11, 0.6, 1, ., .
> CC1(C(=O)Nc2ccc3c(c2)OCCO3)CCN1C(=O)C1(c2ccccc2)CC1 (stereo not drawn)
  -6, -13, 3, -2, 5, 1.4, -2, ., .
> CCN(CC)CCNC(=O)c1cc2c(=O)n(C)c3ccccc3c2n1C
  -10, -9, 1, -22, 17, -0.1, -11, -6, 0
> CC(CCc1ccccc1)NC(=O)CN1C(=O)NC2(CCCCC2C)C1=O (stereo not drawn)
  -16, -9, 6, 11, 15, -0.3, 1, -15, 1
> CC(=O)Nc1ccc(S(=O)(=O)n2cnc(C)c2)cc1
  -1, -12, 4, 0, 18, -0.1, -2, 2, -1
> CCS(=O)(=O)N1CCC(C(=O)Nc2cc([N+](=O)[O-])ccc2C)CC1
  -20, -16, -2, -9, 24, 0.9, -1, -18, -2
> Oc1ccc(C[C@H]2CNCCN2CCC23CC4CC(CC(C4)C2)C3)cc1
  -13, -13, 36, -13, 23, 3.0, -1, 8, -1
> CCN(C(=O)c1cn(C)c(=O)c2cc(OC)c(OC)cc12)c1ccccc1C
  -9, -13, 10, 8, 19, 0.2, -3, -1, -9
> COc1ccc(N=Nc2c(N)nn(C)c2N)cc1
  -9, -15, 0, -8, 8, -0.5, -3, ., .
> COc1ccc(OC)c(N(CC(=O)N2CCC(C)CC2)S(=O)(=O)c2ccccc2)c1
  -12, -5, 9, 3, 7, 0.0, -8, -15, -1
> O=C(NS(=O)(=O)Oc1cccc(Cl)c1Cl)OC[C@@H]1CCCN2CCCCC12 (stereo partly drawn)
  -3, -4, 12, -21, 12, 0.4, -10, -14, -4
> CC(=O)c1ccc(OCC(=O)Nc2ccc3c(c2)OCO3)cc1
  -5, -15, 0, 3, -1, 1.0, -2, ., .
> Cc1ccc(CNC(=O)CCNS(=O)(=O)c2cccc3nsnc23)cc1
  -7, -11, -4, -9, 11, 1.7, -6, -6, 6
> Cn1c(=O)c2c(nc(-c3ccccc3)n2C)n(Cc2ccccc2)c1=O
  1, 2, -1, -11, 12, 0.3, -6, -7, -6
> O=C(Nc1cccc(C(=O)O)c1)Nc1ccccc1Cl
  0, -5, 3, -19, 10, 0.3, -5, -4, -10
> COCCNC(=O)c1cccc(OC2CCN(Cc3ccccc3C)CC2)c1
  -1, -17, 0, -9, 13, 6.0, -8, -17, 6
> COc1ccc2c(c1)C(C)CC(C)(C)N2C(=O)CSc1ncn[nH]1 (stereo not drawn)
  3, 1, -4, 0, 3, -0.3, -3, -20, -9
> NNC(=O)c1cc(O)c(O)c(O)c1
  0, -5, 0, -13, 9, 0.2, -6, -3, -4
> CCOC(=O)N1CCN(c2nc3ccc(C(=O)c4ccccc4)cc3n3cnnc23)CC1
  -15, -9, 2, -2, 18, 0.6, -2, -12, -5
> C[C@H](NC(=O)c1ccco1)C(=O)Nc1cc(S(=O)(=O)N2CCCC2)ccc1OCC(F)(F)F
  -13, 0, 3, 7, -13, 1.1, -1, -5, -2
> CCN1CCN(CCNC(=O)CSCc2nc(-c3ccc(OC)c(OC)c3)oc2C)CC1
  -5, 2, 1, 2, -1, -0.3, -5, -3, -5
> O=C1C[C@@H]2c3c(cccc3CN1Cc1ccccc1Br)C[C@@H](O)[C@H]2O
  -6, -6, 14, 18, -9, 1.3, -2, ., .
> CCOC(=O)C1(C)CCCN1C(=O)c1ccc(C)cc1 (stereo not drawn)
  -7, -7, -2, 14, 9, 0.2, -5, ., .
> Cn1c(=O)cc(SCC(=O)NCCC2=CCCCC2)c2ccccc21
  -6, 2, 4, 12, 15, 1.8, -7, -23, -8
> Cc1cc(C)n(-c2nc(O)cc(=O)[nH]2)n1
  -4, 1, 5, -1, 13, 0.6, 7, -7, 0
> COc1ccc(OC)c(C2=NOC(C(=O)Nc3cc(C)on3)C2)c1 (stereo not drawn)
  -13, -20, 1, -19, 3, 0.4, -3, -12, 9
> COc1cccc(CNc2nc(NCc3cccs3)nc3ccsc23)c1
  14, 52*, 39*, 77*, -10, 25*, 15, ., .

# One compound at a time, as listed above. Order of values: CHO-K1 Ca antag | CHRM1 antagonist | TAAR1 ag | TAAR1 antag | CHO-K1 Ca PAM | CHO-K1 Ca ag | CHRM1 agonist | CHO parental Ca | OXTR potentiate
# Profile of `COCCNC(=O)c1cccc(OC2CCN(Cc3ccccc3C)CC2)c1` : -1 | -17 | 0 | -9 | 13 | 6.0 | -8 | -17 | 6
# Profile of `C[C@H](NC(=O)c1ccco1)C(=O)Nc1cc(S(=O)(=O)N2CCCC2)ccc1OCC(F)(F)F` : -13 | 0 | 3 | 7 | -13 | 1.1 | -1 | -5 | -2
